# SSB-PriA inh: K. pneumoniae PriA-SSBct interaction inhibition | AlphaScreen SSBct-PriA binding, biotinylated peptide | inhibition, % at 33 µM | 430,000 tested, 0.6% active | AID 1272365; in the data active means inhibition mostly above about 37%, no sharp cut-off; inactive means mostly below about 20%;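 further: plate controls were negative control peptide for no effect and reference peptide for full effect; strong numbers were not always called active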
# Starred values were filed as active, the others as inactive; & = joins results of further samples. Some of the compounds tested; the hit share may differ from the screen's.
SMILES,SSB-PriA inh
O=C(NCC1(c2cccs2)CC1)C1(c2ccc(F)cc2)CC1,-27
Cc1cc(C(=O)Nc2ccc(-c3nc4ccccc4s3)cc2)no1,4
CCOC(=O)CCC(C)=NN=C1SC(CC(=O)O)C(=O)N1c1ccccc1 (configuration not stated),-7
COc1ccc(CNC(=O)NCC2(O)CCCC2)cc1OC,-7
COc1ccc(Cl)c2sc(N(Cc3cccnc3)C(=O)CS(=O)(=O)c3ccccc3)nc12,4
O=C(CSc1nnc(CCN2CCOCC2)o1)Nc1ccc(F)c(Cl)c1,-1
CC(=NNC(=O)c1c[nH]c2ccccc12)c1ccccn1,76*
CCCCOc1ccc(Cn2c(=O)oc3ccc(C)cc32)cc1,1
Cc1ccc(NC(=O)C2CCCCC2)cc1N1CCCC1=O,-3
CC(C)Sc1ccc(CC(=O)N2CCCSCC2CN(C)C)cc1 (configuration not stated),-14
O=C(CCc1ccccc1)NCCn1ncc2c(=O)n(Cc3ccccc3F)cnc21,5
Cc1ccc(-c2ccc(N3CCC[C@H](C(=O)NC4CCCC4)C3)nn2)cc1C,-1
COc1ccc(S(=O)(=O)C2CCN(C(=O)c3ccc4n[nH]nc4c3)CC2)cc1,-23
CCn1nc(C)c2c1c(=O)n(CCc1ccccc1)c(=O)n2CC(=O)Nc1ccc(C)cc1Cl,-9
O=[N+]([O-])c1ccc(C=NNc2nc(N3CCCCC3)nc(N3CCCCC3)n2)o1,21

# Structures above with fluorine:
SMILES,SSB-PriA inh
O=C(NCC1(c2cccs2)CC1)C1(c2ccc(F)cc2)CC1,-27
O=C(CSc1nnc(CCN2CCOCC2)o1)Nc1ccc(F)c(Cl)c1,-1
O=C(CCc1ccccc1)NCCn1ncc2c(=O)n(Cc3ccccc3F)cnc21,5

# (further entries)
SMILES,SSB-PriA inh
Cc1ccc(C)c(S(=O)(=O)NC(C)C(=O)NCc2ccco2)c1 (configuration not stated),-4
Cc1cc(C)n(CCNC(=O)CCc2ccc(-n3nc(C)cc3C)cc2)n1,-15
COc1ccc(CCNC(=O)NCC[C@H](O)C2CCOCC2)cc1,-12
CC1CCc2cc(F)ccc2N1S(=O)(=O)c1cc2c3c(c1)CCN3C(=O)CC2 (configuration not stated),5
O=C1CN(S(=O)(=O)c2ccc3ccccc3c2)c2ccccc2N1,-17
CNC(=O)CS(=O)(=O)C1CCN(S(=O)(=O)c2ccccc2Br)CC1,-24
CC(C)(C)n1nc2c(c1NC(=O)CC1CCCCC1)CS(=O)(=O)C2,-2
O=C(Nc1ccc(F)cc1F)C1CCN(S(=O)(=O)c2ccc(Cl)cc2)CC1,-14
Cc1ccc(=O)n(CC(=O)Nc2cc(N3CCN(Cc4ccccc4)CC3)ncn2)n1,14
O=C(c1cc2ccccn2c1)N1CCS[C@H](c2ccccc2)CC1,15
CCN1C(=O)Cc2cc(NC(=O)COc3ccccc3OC)ccc21,12
COc1ccc(CCC(=O)Nc2ccc3c(c2)C(=O)Nc2cc(C)ccc2O3)cc1,-1
Cc1ccc(C)c2sc(NC(=O)c3ccc(S(=O)(=O)N(C)Cc4ccccc4)cc3)nc12,-16
O=C(c1cnccn1)N1CCCCC(c2ccc(Cl)cc2)C1 (configuration not stated),4
O=C1CCCN1C1CCNCC1,3
O=S(=O)(N[C@H]1CCN(c2ccccn2)C1)c1ccc(-c2cccc(Cl)c2)cc1,19
O=C(c1cn(Cc2ccccc2)cc2c(=O)n(-c3ccccc3)nc1-2)N1CCOCC1,-2
COc1ccc(C2C(=C(O)c3ccc(C)cc3)C(=O)C(=O)N2CCCN2CCOCC2)cc1 (configuration not stated),-9
CNC(=O)c1c(NC(=O)/C=C/c2cccs2)sc(C)c1C,2
O=C(NCCOc1cc(N2CCOCC2)ncn1)c1ccco1,4
CCCCOc1ccc(C(=O)N(CCN(CC)CC)c2nc3c(C)c(C)ccc3s2)cc1,-10
c1csc(CCNC2CC2)c1,0
CSc1ccc2c(c1)sc(=NC(=O)c1ccn(C)n1)n2C,-5
NC(=O)CN1CCN(Cc2nc(-c3cccs3)cs2)CC1,-13
CC12CC(NC(=O)N1c1cccc(C(=O)N3CCN(c4ccc(F)cc4)CC3)c1)c1ccccc1O2 (configuration not stated),1
O=C(CSc1ccccc1)Nc1c2c(nn1-c1ccccc1)CCC2,-3
COc1ccc(CC(=O)NCC(=O)N2CCOC(c3ccccc3)C2)cc1 (configuration not stated),-4
Cc1nc(-c2ccccc2)sc1C(=O)Nc1cnc(-n2ccnc2C)nc1,-10
O=C(Cc1cc(-c2ccc(F)cc2)on1)NCCC1=CCCCC1,-16
Cc1cc(S(=O)(=O)C(CNC(=O)c2ccc([N+](=O)[O-])c(C)c2)c2cccs2)ccc1F (configuration not stated),9

# Brought forward from above: 4 entries; new compounds follow.
SMILES,SSB-PriA inh
COc1ccc(CC(=O)NCC(=O)N2CCOC(c3ccccc3)C2)cc1 (configuration not stated),-4
Cc1nc(-c2ccccc2)sc1C(=O)Nc1cnc(-n2ccnc2C)nc1,-10
O=C(Cc1cc(-c2ccc(F)cc2)on1)NCCC1=CCCCC1,-16
Cc1cc(S(=O)(=O)C(CNC(=O)c2ccc([N+](=O)[O-])c(C)c2)c2cccs2)ccc1F (configuration not stated),9
CCCCC(=O)Nc1sc2c(c1C(N)=O)CCN(C(C)=O)C2,-13
COC(=O)c1ccsc1NC(=O)C1CCN(c2cc(-n3cncn3)ncn2)CC1,4
COc1ccc(C=NNC(=O)c2ccncc2)c(OC)c1,-5
Cc1nnc(C2CCN(C(=O)COc3cccc4c3OC(C)(C)C4)CC2)s1,-9
CN1CCCc2cc(CCNC(=O)C(=O)NC(C)(C)C)ccc21,-16&13
Cc1nc(N2CCN(S(=O)(=O)c3ccc(-c4csc(C)n4)s3)CC2)cc(-n2ccnc2)n1,2
COC(=O)c1ccccc1NC=C1CCc2c(c(C)nn2-c2ccccn2)C1=O,-20
COc1ccccc1CNC(=O)C(=O)Nc1cc(N2CCCS2(=O)=O)ccc1C,-2
CC1Cc2cc(C(O)=C3C(=O)C(=O)N(CCCn4ccnc4)C3c3cccnc3)ccc2O1 (configuration not stated),9
O=C(Nc1nc(-c2nc3ccccc3s2)cs1)c1ccc(Br)s1,-4
COC(=O)c1ccc(NC(=O)CSc2nccn2-c2ccc(C(=O)NCc3ccco3)cc2)cc1,-20
CC(C)Oc1ccc(C(=O)Nc2nc(CN3CCc4ccccc4C3)cs2)cc1,15
CS(=O)(=O)Nc1c(Cl)c(Cl)c(Cl)c(Cl)c1Cl,3
O=C(COc1ccc2c(c1)OCO2)N1CCN(c2ccc3nnc(C4CC4)n3n2)CC1,-6
CCOc1ccc(-c2cc(C(=O)NN=C(C)c3cccnc3)c3ccccc3n2)cc1,12
COCC(=O)N1CCCc2ccc(NC(=O)c3cc4ccc(OC)cc4[nH]3)cc21,1
CS(=O)(=O)N1C2CCC1CC(NC(=O)CSc1ccc(F)cc1)C2 (configuration not stated),-2
Cc1cc(C(=O)NCCn2nc(C(F)(F)F)n(C)c2=O)no1,-10
CC(=O)O/N=C\c1c(Nc2ccc(C)cc2)nc2c(C)cccn2c1=O,-11
Cc1ccc(NC(=O)NCCC(O)C2CC2)cc1C (configuration not stated),-8
COC(=O)NN=Cc1cc(Br)ccc1OCc1ccccc1,-17
Cc1cccc(NC(=O)Cn2nc3c(cc2=O)C[C@@H](C)CC3)c1C,-6
Cc1ccc(C)c(S(=O)(=O)N2CCC(N3CC[C@H](O)C3)CC2)c1,-13
NC(=NOC(=O)/C=C/c1ccccc1Cl)c1cccnc1,-14
O=C(COc1cccc2c1CCN(Cc1ccc(Br)cc1)C2=O)N1CCCCCC1,-10
C=CCN(CC=C)S(=O)(=O)c1ccc(C(=O)Nc2nc(-c3ccc(I)cc3)cs2)cc1,-9
COc1cccc([C@H](CNC(=O)c2ccc(F)cc2F)OC)c1,6
Cc1cc(Cl)ccc1OCC(=O)NN=Cc1ccncc1,2
COCCCNC(=O)C(=O)NC[C@H]1CCCN1S(=O)(=O)c1ccccc1,-3
Cc1cc2ncc3c(n2n1)CCN(C(=O)Cn1ccc2ccccc21)C3,-16
O=C(NCCn1nc(-c2ccco2)n(C2CC2)c1=O)c1cnn(-c2ccccc2)n1,-12
Cc1nc(-n2nc(-c3cccs3)cc2NC(=O)c2cc(=O)c3ccccc3o2)[nH]c(=O)c1C,-18
CC(=NNc1nc(-c2ccccc2F)nc2ccccc12)c1ccccc1O,8
CC(C)(Oc1ccc(Cl)cc1)C(=O)NCCC(O)c1cccs1 (configuration not stated),-11
Cc1cnc(C(=O)N2CCC[C@H](Cc3nc(C4CC4)no3)C2)cn1,-5
O=C(NCC1(c2cccs2)CCCC1)C(=O)Nc1cc(F)ccc1F,-13
Cc1[nH]c(=O)n(C)c(=O)c1CCc1nnc(SCC(=O)N2CCc3ccccc32)o1,-3
O=C1CN(C(=O)c2cc([N+](=O)[O-])ccc2Cl)C(c2ccc(F)cc2)c2cc(Br)ccc2N1 (configuration not stated),5
COc1ccc(CCC(=O)N(Cc2ccoc2)Cc2cccs2)cc1,-5
CCc1nn2c(C)cc(C)nc2c1-c1ccccc1,-71
O=C1CCSCC(C(=O)NCCCn2ncccc2=O)N1 (configuration not stated),-19
O=C(CSc1ncc(-c2cccc(Cl)c2)o1)Nc1ccc(Br)cc1,-8
O=C(NCC12CC3CC(CC(C3)C1)C2)N1CCCCC1,4
Cc1cc2ncc(NC(=O)c3cnoc3C)cn2n1,-1
CCOc1ccccc1CNC(=O)C1CCN(S(=O)(=O)N2CCCC2)CC1,6
Cc1ccn2c(=O)nc(SCC(=O)Nc3ccc(OC(F)(F)F)cc3)nc2c1,-5
O=C(Nc1cccs1)N(Cc1ccsc1)Cc1ccccn1,-13
S=c1[nH]nc(-c2ccccn2)n1N=Cc1ccc(-c2ccccc2Cl)o1,13
CS(=O)(=O)N1CCC(C(=O)N(CC(F)(F)F)C2CCOCC2)CC1,-2
NCCCc1nc(-c2cccs2)no1,-5
CCOc1ccccc1Oc1c(C)oc2c3c(ccc2c1=O)OCN(Cc1ccccn1)C3,12
O=C(NCCCN1CCCC1=O)C(=O)NCC(c1ccc2c(c1)OCO2)N1CCOCC1 (configuration not stated),-13
Cc1ccc(/C=C2\Oc3c(ccc4c3CN(Cc3cccs3)CO4)C2=O)o1,-10
CCOc1cccc(C(O)=C2C(=O)C(=O)N(CCN3CCOCC3)C2c2cccnc2)c1 (configuration not stated),4
O=C(Nc1ccc2c(c1)N(C(=O)c1cccs1)CCC2)c1cc([N+](=O)[O-])ccc1Cl,15
Cc1cc(C)c(S(=O)(=O)N2CCC3(CC2)CC(=O)c2ccccc2O3)c(C)c1,-15
CC(=O)Nc1nnc(C2CC(=O)N(c3ccccc3)C2)o1 (configuration not stated),-8
COc1ccc(-c2cc3ccc(OCC(=O)c4ccccc4)cc3oc2=O)cc1OC,0
O=C(c1ccc(S(=O)(=O)N2CCc3ccccc3C2)cc1)N1CCCc2ccccc21,-12
CCOC(=O)C1C(=O)C=C(c2ccc(OC)c(OC)c2)CC1c1cccc(OC)c1OC (configuration not stated),-7

# (listing goes on)
SMILES,SSB-PriA inh
O=C(OCc1ccc([N+](=O)[O-])cc1)c1cccc([N+](=O)[O-])c1C(=O)O,-10
CC(C)N1C(=O)S/C(=C2\SC(=O)N(C(C)C)C2=O)C1=O,-9
CCc1ccc(-c2cc(C(=O)NN=Cc3ccccn3)[nH]n2)cc1,-6
Cc1cnc(C(=O)NCC2CCCN(c3nccs3)C2)cn1 (configuration not stated),1
NC(=O)N/N=C\c1ccc(OC(F)F)cc1,6
O=C(O)C[C@H](CC(=O)Nc1ccc(CC(=O)NCc2cccs2)cc1)c1cccs1,-13
CN(C)c1ccc(O[C@H]2CCN(C(=O)c3ncccn3)C2)nn1,-18
COc1ccc(-c2nn(CCC(=O)O)cc2/C=C2\SC(=N)NC2=O)cc1OC,-13
O=C(NC[C@]1(O)CCc2ccccc2C1)c1ccoc1,-5
CC(=NNC(=O)C1CC1(c1ccccc1)c1ccccc1)c1cccc([N+](=O)[O-])c1 (configuration not stated),14
CNC(=O)c1ccsc1NC(=O)[C@@H]1CCCN1S(C)(=O)=O,-5
CCc1ccccc1NC(=O)CCCn1nc(-c2cccc(OC)c2)ccc1=O,-8
Cc1ccc(-c2cc3c(=O)n(Cc4cccc(Cl)c4)ccn3n2)cc1,-38
CCOC(=O)C(CC)Sc1nc2c(cnn2CCO)c(=O)[nH]1 (configuration not stated),-2
COc1ccccc1N1CCN(CCNC(=O)C(=O)NCc2cccs2)CC1,0
COc1ccc(C(=O)NNC(=NS(=O)(=O)c2ccc(C)cc2)c2ccccc2)cc1,-6
Cc1cccc(NN=Cc2c(O)[nH]c(=S)[nH]c2=O)c1,0
Cc1cc(-c2nnc(NC(=O)Cc3ccc(F)cc3)o2)n(C)n1,13
COCCN1CCCc2ccc(NC(=O)c3cccc(Br)c3)cc21,56*
CCOc1ccc(-c2cc(C(=O)NN=Cc3ccc(O)cc3)c3ccccc3n2)cc1,-20
COc1cc(=O)n(-c2ccccc2C)nc1C(=O)Nc1ccc2c(c1)OCO2,0
COc1ccccc1-c1ccc(=O)n(CC(=O)NCCNC(=O)c2ccc(NC(=O)C3CC3)cc2)n1,-3

# A draw from above in order of count of non-hydrogen atoms, rising:
SMILES,SSB-PriA inh
O=C(Cc1cc(-c2ccc(F)cc2)on1)NCCC1=CCCCC1,-16
CC1Cc2cc(C(O)=C3C(=O)C(=O)N(CCCn4ccnc4)C3c3cccnc3)ccc2O1 (configuration not stated),9
CCn1nc(C)c2c1c(=O)n(CCc1ccccc1)c(=O)n2CC(=O)Nc1ccc(C)cc1Cl,-9

# Not a retest: an excerpt of the list.
SMILES,SSB-PriA inh
Cc1cccc(NN=Cc2c(O)[nH]c(=S)[nH]c2=O)c1,0
Cc1cc(-c2nnc(NC(=O)Cc3ccc(F)cc3)o2)n(C)n1,13
COCCN1CCCc2ccc(NC(=O)c3cccc(Br)c3)cc21,56*

# Screening data deposited in PubChem BioAssay by Small Molecule Screening Facility, UW Madison.
